# Assay outcomes: PubChem BioAssay, several laboratories
# MEKK3 PB1 HTS – modulators of MEKK3-MEK5 PB1 binding, primary screen, biochemical, wildtype MEKK3, multiplex bead flow cytometry, Alexa488-MEK5 | Mitogen-activated protein kinase kinase kinase 3 (Homo sapiens), Q99759 | bead-based flow cytometry, Alexa488-MEK5 binding to MEKK3; actives lie on both sides; 0 = blocked by unlabeled MEK5, 100 = vehicle | binding response (% of control), % at 10 µM | 290,000 compounds, 1.4% hits | AID 1529, 2009;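 active = binding response more than 3 SD above or below the average of its plate-row segment, actives on both sides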;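 note: Alexa488 bead fluorescence after subtracting the streptavidin-only scavenger bead signal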
# Target sequence (Q99759 whole entry, looked up): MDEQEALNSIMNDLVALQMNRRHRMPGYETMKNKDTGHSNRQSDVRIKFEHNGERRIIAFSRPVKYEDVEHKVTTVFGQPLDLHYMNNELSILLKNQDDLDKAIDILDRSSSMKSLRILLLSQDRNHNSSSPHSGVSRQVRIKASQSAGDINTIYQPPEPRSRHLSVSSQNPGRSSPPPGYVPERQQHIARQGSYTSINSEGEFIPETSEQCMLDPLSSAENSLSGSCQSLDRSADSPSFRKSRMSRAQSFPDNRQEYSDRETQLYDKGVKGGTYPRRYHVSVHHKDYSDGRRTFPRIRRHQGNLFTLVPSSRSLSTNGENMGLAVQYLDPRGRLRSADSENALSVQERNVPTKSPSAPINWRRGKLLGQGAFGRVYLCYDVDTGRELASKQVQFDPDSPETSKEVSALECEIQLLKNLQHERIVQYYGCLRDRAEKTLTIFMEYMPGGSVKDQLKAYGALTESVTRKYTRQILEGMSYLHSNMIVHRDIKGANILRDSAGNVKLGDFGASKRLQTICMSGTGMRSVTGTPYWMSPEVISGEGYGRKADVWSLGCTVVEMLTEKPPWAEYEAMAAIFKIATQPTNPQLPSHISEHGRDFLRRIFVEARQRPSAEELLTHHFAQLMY
# p-CIP stab down – p/CIP-EGFP fusion destabilizers, primary screen, fluorescence, F442A cells | Q05BA5 | 16 h | decrease of EGFP signal, % at 10 µM | 290,000 compounds, 0.01% hits | AID 1984, 2009;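 active = EGFP signal decrease of at least 30% at 10 µM or well 3 SD below plate mean, unless failing retest; inactive = the rest, including hits failing retest or dose response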; note: some compounds called inactive have numbers as strong as hits; many of its hits are not listed in these tables
# GalR3 antagonist – GalR3 antagonists in HEK293 cells, primary screen, cell-based, fluorescence readout. 360,000 compounds, 0.44% hits. inhibition, % at 3 µM. AID 651719, 2012. Galanin receptor type 3 (Homo sapiens), O60755. HEK293 GalR3-CNG cAMP membrane potential fluorescence; galR3 body fused to GalR1 C-terminus;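 active = inhibition above the screen-wide average plus 3 SD, cut at about 13% in these data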;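 note: forskolin and galanin both at EC90 stimulate the cells; cAMP rise reported by CNG channel membrane potential dye signal; 0% = forskolin plus galanin with DMSO and 100% = forskolin alone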
# PHOSPHO1 block – PubChem AID 1565; Phosphoethanolamine/phosphocholine phosphatase (Homo sapiens), Q8TCT1; recombinant PHOSPHO1, absorbance phosphatase assay; inhibition, % at 13.3 µM; 290,000 compounds, 1.1% hits; in the data active = inhibition above about 60%
# Target sequence (Q8TCT1 whole entry, looked up): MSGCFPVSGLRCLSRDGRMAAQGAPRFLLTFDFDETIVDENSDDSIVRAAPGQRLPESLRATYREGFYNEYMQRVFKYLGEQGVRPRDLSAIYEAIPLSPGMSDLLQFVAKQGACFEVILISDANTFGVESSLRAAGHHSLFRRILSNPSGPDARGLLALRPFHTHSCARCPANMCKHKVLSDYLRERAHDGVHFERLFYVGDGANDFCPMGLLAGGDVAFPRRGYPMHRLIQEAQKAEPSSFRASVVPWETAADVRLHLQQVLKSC
# IDE inh – human IDE inhibitors in live cells, primary screen, fluorescence polarization, HEK cells, FAbetaB substrate; AID 434962, 2010; 320,000 compounds, 0.41% hits; inhibition, % at 5.59 µM; FAbetaB cleavage;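 active = percent inhibition above the average of all tested compounds plus 3 SD, set per screening campaign, cut at about 16% in these data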;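 note: IDE supplied by intact live HEK cells; FP after avidin binding of uncleaved biotin substrate so inhibition keeps polarization high; 0% = DMSO wells and 100% = 60 µM reference IDE inhibitor Ii1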
# IDE cell activ – human IDE activators in live cells, primary screen, fluorescence polarization, HEK cells, FAbeta-B substrate. activation, % at 5.96 µM. 340,000 compounds, 0.073% hits. FAbeta-B cleavage; 0% vehicle, 100% cell-free pure enzyme wells. Insulin-degrading enzyme (Homo sapiens), P14735. AID 493087, 2011;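 active = activation above the mean of all tested compounds plus 3 SD, set per screening campaign, cut at about 17% in these data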
# CHRM4 PAM – human M4 muscarinic receptor positive allosteric modulators, primary screen, CHO-K1 cells, Fluo-8 calcium fluorescence | Muscarinic acetylcholine receptor M4 (Homo sapiens), P08173 | CHO-K1 hM4/Gqi5, ACh EC20; 0% = ACh EC20, 100% = maximal ACh | activation, % at 3 µM | 360,000 compounds, 0.4% hits | AID 624126, 2012;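 active = activation above its plate's cutoff, the mean activation of sample wells plus 3 SD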; note: some results filed as inactive read as strong as hits
# CRFR2-BP antag – antagonists of CRF-BP/CRF-R2 complex, primary screen, cell-based, HEK293, calcium dye fluorescence, uHTS; CRF-induced calcium fluorescence; inhibition, % at 11.8 µM; 350,000 compounds, 0.59% hits; AID 588475, 2011;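 active = inhibition of the ligand-induced calcium signal above about 50% at the single tested concentration, limit read from the data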
# CRFR2-BP ag – agonists of CRF-BP/CRF-R2 complex, primary screen, cell-based, HEK293, calcium dye fluorescence, uHTS; CRF-binding protein / CRF receptor 2 complex (human); calcium dye fluorescence (FLIPR); percent of saturating CRF peptide response; activation, % at 13.2 µM; 350,000 compounds, 0.46% hits; AID 588473, 2011;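 active = activation of at least 50%, plus an integration ratio under a set limit after plate pattern correction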;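 note: plate controls were neutral control wells without compound for no effect and CRF at EC100 for full effect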
# The depositor's hits bear a star; / = no result given; & = joins results of further samples. This is a random part of the collection; 4.2% or so of the library scored in one or more.
# Below each SMILES – MEKK3 PB1 HTS	PHOSPHO1 block	GalR3 antagonist	CRFR2-BP ag	p-CIP stab down	CRFR2-BP antag	IDE cell activ	CHRM4 PAM	IDE inh
Cn1c(SCC(=O)NC2CC2)nnc1-c1ccco1
  108	-8	1	0.0	-14	0	2	-1	-1
CC(NC(=O)OCc1ccccc1)C(=O)NCC1CCCO1 (stereo unspecified)
  102	54	-5	1.1	-4	-14	6	-4	4
CCCCCn1c(NC(=O)c2ccco2)c(S(=O)(=O)c2ccc(C)cc2)c2nc3ccccc3nc21
  101	38	-4	0.0	-9	5	1	6	2
COc1cccc(C(=O)NCc2ccc(-c3nc4ccccc4s3)cc2)c1
  98	7	-2	3.6	-3	5	5	5	2
CCCCN(C(=O)C1COc2ccccc2O1)c1c(N)n(CCC)c(=O)[nH]c1=O (stereo unspecified)
  /	/	-4	0.2	/	-11	4	-1	5
Cc1ccc(NC(=O)CN(C)C(=O)C2COc3ccccc3O2)cc1 (stereo unspecified)
  103	-1	-4	0.2	-8	8	1	2	-2
O=C(NCC(c1ccco1)N1CCc2ccccc21)C(=O)Nc1ccc(F)cc1F (stereo unspecified)
  /	/	-7	0.1	/	10	2	5	0
COc1cc(/C=N/n2c(COc3ccccc3)n[nH]c2=S)cc(OC)c1OC(C)=O
  104	5	6	-2.9	2	9	5	3	1
CC(C)(C)NC(=O)Nc1ccc(Cn2cc(C(F)(F)F)ccc2=O)cc1
  103	33	-1	0.2	-4	7	-5	4	-1
Cc1ccc(-n2c(C)cc(C(=O)OCC(=O)N3CCOCC3)c2C)cc1
  /	/	-2	-0.8	/	5	3	-1	-3
Cc1ccc(Sc2cc(Cl)nc(N)n2)cc1
  106	22	2	0.7	-10	-11	4	14	-1
COc1ccc(C2C=C(c3ccc(Br)s3)Nc3ncnn32)cc1OC (stereo unspecified)
  77	21	/	/	-9	/	/	/	39*
CC/C(=N\NC(=O)C1CCCC1)c1cccc(Br)c1
  105	37	-4	-0.6	3	-21	-4	-1	/
COc1ccc(Br)c(/C=N/NC(=O)COc2ccc(-c3ccccc3)cc2)c1
  103	-22	0	0.3	-10	-17	-3	-2	-3
CC(C)CC(C)NC(=O)c1ccc(C(F)(F)F)cc1 (stereo unspecified)
  96	-1	-6	-1.5	3	-5	8	-2	-2
COc1ccc(OC)c(NC(=O)c2ccccc2N(Cc2ccccc2)S(C)(=O)=O)c1
  97	28	-4	-1.6	-4	8	5	3	0
Cc1ccc(S(=O)(=O)N2C[C@@H](C)[C@]3(C2)[C@H](O)[C@H](OC(=O)NCc2ccco2)C[C@H]2C(=O)N(c4ccccc4)C(=O)[C@H]23)cc1
  /	/	-7	5.5	/	-12	/	-8	/
Cc1ccc(C(=O)NC(=S)NCC2CCCO2)cc1 (stereo unspecified)
  99	23	-1	0.3	12	-10	-2	9	-7
Cc1csc(SCC(=O)NCc2ccccc2Cl)n1
  100	2	-2	-2.6	4	-7	6	6	2
CC12CCC(C(=O)O)(C/C1=N\O)C2(C)C (stereo unspecified)
  99&107	3&42	-2&-6	1.7&2.9	-1&-25	-1&-22	2&3	9&2	2&4
CC(C)N(CC(N)=O)C(=O)Cc1coc2cc3c(cc12)CCC3
  102	-19	-3	1.2	-15	-10	5	4	2
Cc1cccc(/C=C2/Sc3ccc(C(=O)NCCCN4CCOCC4)cc3NC2=O)c1
  107	12	0	/	11	/	-2	0	8
Cc1nc(SCC#N)c2c3c(sc2n1)CCC3
  106	-53	-3	-1.2	1	1	2	9	-1
CCCCc1ccc(NS(=O)(=O)c2cccc(C(=O)N3CCCN(C)CC3)c2)cc1
  /	/	-6	-4.2	/	-27	3	-4	1
CN1C(=O)C(C)(C)c2cc(S(=O)(=O)NCC3CCC(C(=O)NCc4ccc(F)cc4)CC3)ccc21 (stereo unspecified)
  102	42	2	1.8	-4	6	7	-1	-3
O=C(O/N=C\c1ccc(N2CCCCC2)c([N+](=O)[O-])c1)c1cccc(C(F)(F)F)c1
  103	-10	0	-2.4	-19	11	3	8	-6
CCOCCCN(C)C1CCN(C(=O)c2oc3ccccc3c2NC(=O)COc2cccc(C)c2)CC1
  105	28	-3	0.9	-2	-2	7	-10	-3
Cc1onc(-c2c(F)cccc2Cl)c1C(=O)ONC(=O)c1ccccc1
  101	8	-2	-1.2	8	11	6	9	1
CSC(=O)NC12CC3CC(CC(C)(C3)C1)C2
  100	-7	-3	-0.4	7	-23	2	4	-5
COc1ccccc1-c1nc(C(=O)NCC2CCCO2)cc2c1[nH]c1ccccc12 (stereo unspecified)
  101	8	/	-1.5	8	-20	-1	-4	7

# Sorted by molecular weight (largest number first): some entries from above.
# Below each SMILES – MEKK3 PB1 HTS	PHOSPHO1 block	GalR3 antagonist	CRFR2-BP ag	p-CIP stab down	CRFR2-BP antag	IDE cell activ	CHRM4 PAM	IDE inh
COc1ccc(OC)c(NC(=O)c2ccccc2N(Cc2ccccc2)S(C)(=O)=O)c1
  97	28	-4	-1.6	-4	8	5	3	0
COc1ccc(Br)c(/C=N/NC(=O)COc2ccc(-c3ccccc3)cc2)c1
  103	-22	0	0.3	-10	-17	-3	-2	-3
COc1cc(/C=N/n2c(COc3ccccc3)n[nH]c2=S)cc(OC)c1OC(C)=O
  104	5	6	-2.9	2	9	5	3	1
Cc1csc(SCC(=O)NCc2ccccc2Cl)n1
  100	2	-2	-2.6	4	-7	6	6	2
CC12CCC(C(=O)O)(C/C1=N\O)C2(C)C (stereo unspecified)
  99&107	3&42	-2&-6	1.7&2.9	-1&-25	-1&-22	2&3	9&2	2&4

# Reformatted bar-delimited: 2 of the compounds above.
Compound | MEKK3 PB1 HTS | PHOSPHO1 block | GalR3 antagonist | CRFR2-BP ag | p-CIP stab down | CRFR2-BP antag | IDE cell activ | CHRM4 PAM | IDE inh
Cc1ccc(S(=O)(=O)N2C[C@@H](C)[C@]3(C2)[C@H](O)[C@H](OC(=O)NCc2ccco2)C[C@H]2C(=O)N(c4ccccc4)C(=O)[C@H]23)cc1 | / | / | -7 | 5.5 | / | -12 | / | -8 | /
Cc1ccc(C(=O)NC(=S)NCC2CCCO2)cc1 (stereo unspecified) | 99 | 23 | -1 | 0.3 | 12 | -10 | -2 | 9 | -7

# 3 compounds out of the list above, sorted by their value in CRFR2-BP antag, largest number first.
SMILES	CRFR2-BP antag
COc1cccc(C(=O)NCc2ccc(-c3nc4ccccc4s3)cc2)c1	5
CC(C)CC(C)NC(=O)c1ccc(C(F)(F)F)cc1 (stereo unspecified)	-5
Cc1ccc(Sc2cc(Cl)nc(N)n2)cc1	-11

# Further structures follow:
# Below each SMILES – MEKK3 PB1 HTS	PHOSPHO1 block	GalR3 antagonist	CRFR2-BP ag	p-CIP stab down	CRFR2-BP antag	IDE cell activ	CHRM4 PAM	IDE inh
Cc1cc(C)cc(OCC(=O)NNC(=O)c2ccoc2C)c1
  101	11	1	3.0	-2	13	4	-2	2
O=C(O/N=C1\CCS(=O)(=O)c2sccc21)c1ccc(F)cc1
  125	32	-5	1.0	3	-12	3	9	0
Cc1ccc(C(C)NC(=S)NCc2ccc(F)cc2)cc1C (stereo unspecified)
  105	21	-6	1.7	5	-15	-1	-14	-3
CCOC(=O)C1CCN(S(=O)(=O)c2ccc(NC(=O)OC)cc2)CC1
  105	1	-3	-3.7	-3	8	1	-8	10
CCOc1ccccc1NC(=O)C1CCCN(c2c(CC)c(C)nc3ncnn23)C1 (stereo unspecified)
  103	36	-3	0.0	7	-7	4	-3	2
COc1cccc(N2CC(O)=C(c3ccccc3)C2=N)c1
  /	-3	-3	3.1	-7	14	0	11	1
CN1C(=O)C2C(c3ccc(N(C)C)cc3)NN(Cc3ccccc3)C2C1=O (stereo unspecified)
  97	20	-2	-0.3	-5	2	4	-9	-3
O=C(CSC(=S)N1CCCC1)c1ccccc1
  96	29	2	0.0	-61	-3	4	2	-3
CCN(CC(=O)Nc1ccc(S(=O)(=O)N2CCCCC2)cc1)Cc1ccccc1
  /	/	-5	1.5	/	2	3	1	0
CCOc1cc(C(=O)CSc2nnc(CNc3ccc(Cl)cc3)o2)ccc1NC(=O)CC
  99	84*	-11	0.3	-13	-35	1	-3	-8
COc1ccc(C(C(=O)NCc2ccccc2)N(C(=O)c2snc(C(N)=O)c2N)C2CCCC2)cc1O (stereo unspecified)
  104	40	-9	-0.6	-9	5	5	-6	-1
CCOC(=O)C1=C(O)/C(=C/c2cc(OC)c(OC)c(OC)c2)SC1=Nc1ccc(OC)cc1
  108	-8	0	2.6	-5	7	6	-1	-3
COc1cc(C2N(Cc3ccccc3)CCN2Cc2ccccc2)ccc1OC(C)=O
  108	25	-8	-0.8	19	6	3	-1	8
COc1ccc(CC(=O)NC(C)(C)C)cc1S(=O)(=O)N1CCOCC1
  108	-12	-8	6.0	-3	-14	-2	-4	-1
O=c1c(Cl)c(N2CCN(c3ccc(F)cc3)CC2)cnn1C12CC3CC(CC(C3)C1)C2
  148*	-16	-3	0.0	-7	2	-4	-5	-1
COC(=O)C1=C(CSc2nc3c(cc2C#N)CN(C)CC3)OC(N)=C(C#N)C1c1ccc(F)cc1 (stereo unspecified)
  92	3	-2	15	-29	-7	-5	-1	-1
COc1ccc(C)cc1NC(=O)Nn1cnnc1
  96	12	1	-0.6	-6	8	-3	8	-1
CC1=NN(c2nc(-c3ccc(C)cc3)cs2)C(=O)C1N=Nc1ccc2ccccc2c1 (stereo unspecified)
  94	14	-2	-1.1	-6	-14	4	2	2
COc1ccc(C(=O)CSc2ccc3nnc(-c4cccnc4)n3n2)cc1
  112	-4	2	-0.5	0	0	0	2	3
Cn1cc(Cl)c(C(=O)OCC(=O)Nc2ccccc2)n1
  111	-2	-2	0.9	-3	8	8	12	4
O=C(Cc1cccs1)N1CCN(S(=O)(=O)c2ccccc2)CC1
  100	-4	-11	7.6	-4	4	7	10	2
CC(C)(C)Nc1nc(-c2ccc3c(c2)CCN3C(=O)C2CC2)cs1
  97	36	-9	4.1	-10	-17	0	-11	2
COCC(C)n1c(C)cc(C(=O)CSc2nnc(-c3ccco3)o2)c1C (stereo unspecified)
  /	/	-5	-0.7	/	2	-1	2	3
CC(=O)Oc1ccc(/C=c2\sc3ncnn3c2=O)cc1
  92	1	-5	0.4	-6	-1	3	8	2
CCCc1cc(=O)[nH]c(SCC(=O)c2c(C)[nH]c3ccccc23)n1
  110	-8	17*	-0.9	-9	-13	7	-5	-2
Cc1nc([N+](=O)[O-])c(Br)n1CC(=O)c1ccc(Cl)cc1
  104	-2	2	-1.0	2	-17	2	7	4

# Structures listed so far printed as active in MEKK3 PB1 HTS.
# Below each SMILES – MEKK3 PB1 HTS	PHOSPHO1 block	GalR3 antagonist	CRFR2-BP ag	p-CIP stab down	CRFR2-BP antag	IDE cell activ	CHRM4 PAM	IDE inh
O=c1c(Cl)c(N2CCN(c3ccc(F)cc3)CC2)cnn1C12CC3CC(CC(C3)C1)C2
  148*	-16	-3	0.0	-7	2	-4	-5	-1
